ELG1 repair inh – ELG1-dependent DNA repair inhibition; HEK293T ELG1-luciferase reporter, luminescence, 16 h; DNA damage induced by 5-fluorouridine; Potency, µM (highest dose often 46.1 µM), without a hit: at the highest dose activity change, negative = inhibition, most hits filed as inhibitors; 330,000 compounds, 2.3% hits; further: potency means the concentration at half of the fitted maximal effect; on the % scale 0 is the no-effect control and ±100 the full control effect; nearly all actives have a fitted effect of over 55% in size
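HEK293T cells expressing luciferase-tagged ELG1 (2,000/well) received 5-Fluorouridine plus compound or DMSO for 16 hr at 37 °C. Luciferase was read by ONE-Glo luminescence after 30 min at room temperature.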
Mito fusion yeast – mitochondrial division inhibition or fusion activation | S. cerevisiae fusion-defective mutant growth rescue, CellTiterGlo 48 h | Potency, µM (titrated, usually from 46.1 µM), without a hit: top-dose growth rescue (activation), most hits filed as activators | 320,000 compounds, 0.23% hits;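 further: potency means the concentration at half of the fitted maximal effect; % of control where 0% means no effect; nearly all actives have a fitted effect of over 45% in size; temperature-sensitive fusion mutants such as fzo1-1 at 37 °C on non-fermentable ethanol glycerol medium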
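Growth-rescue viability read-out: after 48 h at the non-permissive 37C in glycerol/ethanol YPEG, yeast mitochondrial fusion mutants are measured by CellTiterGlo luminescence; compounds (23 nl pinned per well) restoring growth score as division inhibitors or fusion activators.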
Chronic BCR inh – blocks chronic active B-cell receptor signaling; Potency, µM (highest dose often 46.1 µM), for the others: at the highest dose ratio change, negative = lower green/red ratio, hits mostly inhibitors; 340,000 compounds, 0.05% hits; ABC-DLBCL IkBa-CBG/CBR reporter, luminescence ratio, 4 h; active means well fitted inhibition curve with a large enough effect in the signal ratio, with a control signal flat, not every such curve was filed as active; inconclusive means small, poorly fitted or top-dose-only effect, or effect the other way, or a change in a side signal; the % refers to the signal ratio;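 further: potency means the concentration at half of the fitted maximal effect; plate controls were basal doxycycline-induced cells for no effect and cells given 10 µM MG132 for full effect; MG132 reads +100%, hits lower the ratio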
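Doxycycline induced both beetle luciferases in TMD8 lymphoma cells; IKK-driven degradation limits the IkappaBalpha-fused green signal, while red luminescence normalises for cell number and nonspecific effects. Compounds tested up to 46 uM, 4 hrs.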
Eya2 phos inh – Eya2 (human) phosphatase inhibition; O00167; 330,000 compounds, 0.006% hits; recombinant Eya2, OMFP fluorescence dephosphorylation (OMFP is methylfluorescein phosphate); Potency, µM (titrated, usually from 76.9 µM), for the others: at the highest dose activity, negative = inhibition, usual class: inhibitors; AID 488837; further: potency means the concentration at half of the fitted maximal effect; on the % scale 0 is the no-effect control and ±100 the full control effect
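Eya2 (0.2 uM) preincubated 10 min at ambient with compound, then OMFP substrate added at 50 uM; 10 min reaction in 50 mM HEPES pH 7.5, 50 mM NaCl, 5 uM MgCl2, 0.05% BSA, 1 mM DTT. Fluorescence read at Ex 485/Em 525 nm.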
B2AR arrestin – beta2AR (human) beta-arrestin recruitment activity. P07550. beta-arrestin recruitment to beta2AR, cell-based reporter. Potency, µM (titrated, usually from 46.1 µM), inactives show at the top dose activation, actives largely listed as activators. 330,000 compounds, 0.02% hits. AID 492947;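 further: potency means the concentration at half of the fitted maximal effect; 0% = DMSO controls and full agonism = EC100 isoproterenol or metaproterenol; nearly all actives have a fitted effect of over 65% in size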
uPA surface inh – blocks generation of uPA at the cell surface | cell surface uPA generation assay, qHTS | Potency, µM (highest dose often 38.3 µM), inactives show at the top dose activity change, negative = inhibition, hits mostly inhibitors | 330,000 compounds, 0.31% hits; active means well fitted inhibition curve with a large enough effect; inconclusive means small, poorly fitted or top-dose-only effect; inactive means no such curve, though single readings can be large or run the other way; tested in mouse RAW 264.7 cells; further: potency means the concentration at half of the fitted maximal effect; on the % scale 0 is the no-effect control and ±100 the full control effect; nearly all actives have a fitted effect of over 55% in size
TCR activator – activates T cell receptor signaling; primary human leukocytes, anti-CD3, IL-2 HTRF, 48 h; Potency, µM (doses to about 9.22 µM), inactives show at the highest dose activation of IL-2 secretion, most hits filed as activators; 330,000 tested, under 10 active; AID 504894; further: % of control where 0% means no effect
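HTRF read-out of IL-2 secretion: europium cryptate donor excited at 320nm, d2 acceptor emission at 665nm. Cells were primary human leukocytes incubated 48 hr with compounds and a-CD3 beads, supplying TCR signal only.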
Tb PFK block – blocks T. brucei phosphofructokinase. AID 485367. T. brucei PFK, ADP-Glo luminescence. Potency, µM (titrated, usually from 57.5 µM), inactives show at the highest dose activity, negative = inhibition, actives largely listed as inhibitors. O15648. 330,000 compounds, 0.17% hits;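 further: potency means the concentration at half of the fitted maximal effect; 0% = uninhibited 1x PFK enzyme wells and -100% = no-enzyme wells; nearly all actives have a fitted effect of over 60% in size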
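1.25 nM PFK with 0.5 mM F6P and 0.1 mM ATP in 0.1 M TEA pH 8.0, 5 mM MgCl2, incubated 45 min at room temperature; ADP measured by ADP-Glo luminescence; compounds titrated up to 57 uM.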
USP2a block – inhibitors of human ubiquitin-specific protease USP2a. 330,000 compounds, 0.01% hits. AID 463254. USP2 core, Ub-CHOP2 coupled fluorogenic reporter, 485/531. Potency, µM (titrated, usually from 38.3 µM), for inactives: at the top dose activity change, negative = inhibition, actives largely listed as inhibitors. O75604;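 further: potency means the concentration at half of the fitted maximal effect; plate controls were DMSO wells for no effect and full inhibition by NEM control for full effect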
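USP2 core (10nM final) preincubated 30min RT with compound in 20mM Tris-HCl pH 8.0, 2mM CaCl2, 2mM beta-mercaptoethanol, 0.05% CHAPS; 25nM Ub-CHOP2 plus 25nM reporter substrate added, fluorescence (Ex485/Em531) read after 60min.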
TSG101-PTAP inh – blocks PTAP/TSG101 interaction to inhibit HIV-1 budding; Potency, µM (series often up to 115 µM), for inactives: at the highest dose activity change, negative = inhibition, most hits filed as inhibitors; 340,000 tested, under 10 active; Fluorescence polarization, FITC-PTAP peptide / Tsg101 binding; Q99816; active means well fitted inhibition curve with a large enough effect in the main read-out, with a control signal flat, not every such curve was filed as active; inconclusive means small, poorly fitted or top-dose-only effect, or effect the other way, or a change in a side signal; inactive means no such curve, though single readings can be large or run the other way; further: potency means the concentration at half of the fitted maximal effect; % of control where 0% means no effect
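Fluorescence anisotropy tracks displacement of a FITC-tagged PTAP peptide (50 nM) from the Tsg101 binding domain (10 uM), following a 20 min room-temperature incubation at pH 7.5.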
TSHR antag – human thyrotropin receptor antagonism. TSHR-expressing cells, TSH-stimulated cAMP HTRF, 2 h; active compounds read low. activity change, negative = inhibition, % at 11.5 µM. 330,000 compounds, 0.2% hits;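 active means activity change below a set negative limit, meaning inhibition stronger than a set level, cut at about -70% in these data; inconclusive means activity change between two set negative limits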; further: on the % scale 0 is the no-effect control and ±100 the full control effect
Target sequence (P16473 whole entry, looked up): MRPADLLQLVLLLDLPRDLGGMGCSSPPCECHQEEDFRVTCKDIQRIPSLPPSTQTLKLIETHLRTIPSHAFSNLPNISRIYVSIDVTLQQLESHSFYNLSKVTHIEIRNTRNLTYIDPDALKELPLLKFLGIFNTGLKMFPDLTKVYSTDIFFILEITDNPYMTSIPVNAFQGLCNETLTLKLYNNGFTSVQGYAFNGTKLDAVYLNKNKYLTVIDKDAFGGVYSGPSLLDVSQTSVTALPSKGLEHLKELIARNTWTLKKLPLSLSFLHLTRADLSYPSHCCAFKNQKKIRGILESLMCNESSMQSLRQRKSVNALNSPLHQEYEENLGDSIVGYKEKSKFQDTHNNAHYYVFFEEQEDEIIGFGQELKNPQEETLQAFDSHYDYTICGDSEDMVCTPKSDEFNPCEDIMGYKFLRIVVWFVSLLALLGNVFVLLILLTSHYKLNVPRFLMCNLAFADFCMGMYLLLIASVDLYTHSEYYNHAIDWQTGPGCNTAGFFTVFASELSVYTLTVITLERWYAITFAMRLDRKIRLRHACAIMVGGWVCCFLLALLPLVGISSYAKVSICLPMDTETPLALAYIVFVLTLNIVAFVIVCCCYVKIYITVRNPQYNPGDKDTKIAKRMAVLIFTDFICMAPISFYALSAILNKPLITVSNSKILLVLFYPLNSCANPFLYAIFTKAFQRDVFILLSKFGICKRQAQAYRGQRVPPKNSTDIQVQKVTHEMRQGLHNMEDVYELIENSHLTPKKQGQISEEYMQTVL
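Cell-based HTRF cAMP assay; TSHR cells + compound, TSH EC80 (4nM final), 2 h, 37 deg C. Lysis with anti-cAMP cryptate and cAMP-d2, 30 min RT, read 665/620 nm.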
Active calls of the source: *; ? = inconclusive; . = not tested or not shown; [ ] = dose if it differs, or a comment. Unless noted, the call rests on the fitted dose curve; in most records, active means well fitted curve in the direction sought with a large enough effect; inconclusive means small, poorly fitted or top-dose-only effect, or another doubt; inactive means no such curve, though single readings can be large; an effect the other way counts as inactive or inconclusive. The order is random; overall some 3% were active at least once.

SMILES	ELG1 repair inh	Mito fusion yeast	Chronic BCR inh	Eya2 phos inh	B2AR arrestin	uPA surface inh	TCR activator	Tb PFK block	USP2a block	TSG101-PTAP inh	TSHR antag
CCN(CC)S(=O)(=O)c1ccc(NS(=O)(=O)c2cccs2)cc1	-5%	-11%	5%	1%	-0.1%	2%	3%	2%	-7%	-4%	-3
Cn1c(CCN2CCOCC2)nc2cc(NC(=O)c3cccs3)ccc21	2%	-5%	-1%	5%	0.0%	-8%	0%	9%	4%	-1%	-8
Cn1nnnc1SCC(=O)N1CCN(c2ccc(Cl)cc2)CC1	-16%	-6%	?	-14%	-0.1%	-2%	.	3%	1%	-2%	-4
CC(Oc1ccccc1Cl)C(=O)N1CCOCC1 (configuration not stated)	2%	-2%	?	0%	0.2%	7%	-5%[46.1 µM]	0%	1%	-2%	44
O=C(COc1ccc([N+](=O)[O-])cc1)NN=C1CCCC1	0%	3%	-13%	1%	0.4%	-7%	.	-18%	1%	-2%	32
CCOC(=O)C1C(=O)C=C(c2ccc(C)cc2)CC1c1cccc([N+](=O)[O-])c1 (configuration not stated)	?	20%	?	-4%	0.3%	-15%	-1%[46.1 µM]	-4%	1%	-1%	-9
c1c(C2CCCCC2)n[nH]c1CN1CCCCC1	11%	0%	0%	5%	0.5%	-1%	0%	5%	-2%	-4%	-4
CCN1CCN(Cc2ccc(NC(=O)Nc3ccc(SC)cc3)cc2)CC1	?	-1%	12%	14%	-0.3%	-12%	6%	-6%	0%	-2%	-3
COc1cc(OC)c(C(=O)O/N=C(\N)c2cccc(C)c2)cc1OC	13%	16%	?	1%	0.2%	-10%	9%	18%	0%	-2%	-11
Cn1c(-c2ccc(F)cc2)cnc1NCc1ccccc1	18%	-5%	?	-23%	0.2%	-4%	1%	0%	-1%	0%	-7
CCc1nc2ccccc2n1CC(O)COc1ccc(NC(C)=O)cc1 (configuration not stated)	3%	-1%	0%	-4%	-0.1%	1%	0%[46.1 µM]	1%	-6%	-1%	6
O=c1c2ccccc2nc(-c2ccc(F)cc2)n1NCc1ccccc1O	-24%	5%	?	11%	0.1%	5%	-4%	0%	-1%	0%	-1
CCc1ccccc1NC(=O)CNC(=O)CNC(=O)C1CCCCC1	2%	-3%	-3%	-11%	-0.3%	3%	-4%	0%	4%	1%	32
CC(=O)Nc1ccc(S(=O)(=O)NC2CC3CCC2C3)cc1 (configuration not stated)	?	2%	1%	13%	-0.2%	19%	-1%	-2%	-1%	-3%	-4
Cc1[nH]nc2c1C(c1ccccc1F)CC(=O)N2 (configuration not stated)	18%	7%	0%	6%	-0.3%	0%	0%	-11%	1%	-7%	34
Cc1cccc(Nc2n[nH]c(C)c2[N+](=O)[O-])c1	?	10%	5%	-5%	-2.7%	-15%	3%	4%	5%	0%	5
c1ccc(C2OCC3(CO2)COC(c2ccccc2)OC3)cc1 (configuration not stated)	-7%	-1%	?	1%	0.1%	5%	5%	-1%	1%	-2%	11
Cc1cc(C)cc(NS(=O)(=O)c2ccc3c(c2)c(=O)n(C)c(=O)n3C)c1	?	-2%	?	-18%	-0.2%	?	-5%	3%	-2%	-4%	-6
CC(=O)N/C(=N/c1nc(C)cc(C)n1)Nc1cccc(C)c1	-27%	-2%	-4%	6%	-0.1%	3%	3%	6%	0%	-1%	-6
COc1ccccc1NC(=O)C1=C(C)NC(=O)NC1c1cccs1 (configuration not stated)	3%	8%	-2%	-9%	-0.9%	-1%	-1%	3%	3%	0%	2
O=C1CC(SC(=Nc2ccccc2)Nc2ccccc2)C(=O)N1c1ccc(Cl)cc1 (configuration not stated)	10%	1%	8%	-6%	-0.3%	5%	0%	2%	4%	-2%	3
CC1CCN(c2ccc3nnc(CCC(=O)N4CCN(c5ccc(F)cc5)CC4)n3n2)CC1	?	-1%	-1%	4%	0.3%	-8%	-2%	?	2%	1%	-11
CCOc1ccccc1/C=N/Nc1nc2c(N)ncnc2n1[C@H]1O[C@@H](CO)[C@H](O)[C@@H]1O	?	-1%	?	3%	-0.2%	-13%	1%	-1%	1%	0%	-1
O=c1cc[nH]c2cc(C(F)(F)F)ccc12	?	7%	2%	-12%	-0.9%	3%	15%	1%	2%	-10%	14
CN1C(=O)c2cccc3c(N)ccc(c23)C1=O	-3%	-3%	0%	?	0.2%	?	7%	-11%	?	?	-9
Cc1nc2nc[nH]n2c(=O)c1NS(=O)(=O)c1ccc([N+](=O)[O-])cc1	11%	3%	?	-7%	-0.6%	1%	-3%	-2%	3%	3%	-1
Cc1ccc(S(=O)(=O)Oc2ccc(C(c3c(C)[nH][nH]c3=O)c3c(C)[nH][nH]c3=O)cc2)cc1	2%	0%	?	-23%	0.4%	.	1%	-6%	-11%	-7%	7
c1ccc(-c2cncn2-c2ccccc2)cc1	18%	-4%	-2%	9%	0.3%	-2%	-1%	-12%	-1%	-4%	-19
COc1ccc(C2(C(=O)O)CCCC2)cc1	23%	-2%	11%	35%	-0.1%	.	1%	15%	1%	-3%	6
NS(=O)(=O)c1ccc(CCNC(=O)C2CCCCN2S(=O)(=O)c2ccccc2)cc1 (configuration not stated)	-3%	-3%	2%	8%	11%	1%	3%	0%	2%	-9%	-1
CCn1c(C(C)NC(=O)c2cccc(C)c2)n[nH]c1=S (configuration not stated)	2%	-6%	3%	4%	-0.1%	14%	-2%	-4%	1%	-3%	4
O=C(Nc1ccc2[nH]ncc2c1)c1ccccc1	?	-1%	?	3%	0.4%	?	-3%	-4%	-1%	-2%	7
CCc1cccc(CC)c1NC(=S)NC(C)c1ccccc1 (configuration not stated)	0%	6%	-7%	-9%	-0.7%	?	5%[46.1 µM]	0%	5%	-5%	4
CCn1cc(C(=O)N(CCCN2CCOCC2)Cc2ccco2)c(=O)c2ccc(C)nc21	0%	-7%	2%	8%	0.2%	-5%	-11%	-11%	0%	0%	6
CCc1ccc2nc(N(CCCN(C)C)C(=O)c3ccc(S(=O)(=O)N4CCc5ccccc5C4)cc3)sc2c1	12%	-26%	1%	-10%	-0.1%	-7%	.	0%	-1%	1%	4
CCOc1ccc(C2/C(=C(\O)c3c(C)[nH]c(C(=O)OC)c3C)C(=O)C(=O)N2CCN(C)C)cc1 (configuration not stated)	7%	-5%	-2%	3%	0.8%	.	-9%	-1%	-2%	-4%	-8
O=C(c1ccc(S(=O)(=O)N2CCCCCC2)cc1)N1CCCC(C(F)(F)F)C1 (configuration not stated)	-2%	3%	3%	23%	-0.6%	2%	-2%	-1%	2%	-1%	-12
O=S(=O)(Cc1ccccc1Cl)N1CCCC1	-2%	-1%	2%	6%	-0.2%	-1%	-2%	3%	-1%	-1%	1
CCCCCN=CC1=C(O)CC(c2ccccc2)CC1=O (configuration not stated)	-4%	-3%	-16%	6%	-0.2%	2%	4%	-3%	-5%	-3%	7
Cc1ncc([N+](=O)[O-])n1CC(O)CCl (configuration not stated)	-1%	0%	-11%	3%	-0.3%	9%	3%	4%	-1%	-2%	-3
CCCCN(C(=O)C1CC1)C1CCS(=O)(=O)C1 (configuration not stated)	?	-4%	-2%	1%	0.1%	-2%	-2%	6%	5%	-2%	7
CCOC(=O)c1c(NC(=S)Nc2ccccc2)sc2c1CCN(C)C2	0%	1%	0%	-9%	0.4%	6%	5%	7%[0.46 µM]	3%	4%	2
O=C(NNC(=O)C1CCN(Cc2cccc(F)c2)CC1)c1cccc(Cl)c1	-1%	1%	-7%	8%	0.0%	0%	-9%	-3%	1%	-4%	6
O=C(C[n+]1cn(C(F)F)c2ccccc21)c1ccc(OC(F)F)cc1	?	-4%	?	-26%	?	3%	-2%	1%	-2%	-4%	1
Cc1nc(-c2c(-c3ccc(O)cc3O)noc2C(F)(F)F)cs1	?	7%	?	-3%	0.4%	-6%	1%	-7%	1%	0%	-3
COc1ccccc1NC(=O)c1cc(C(=O)O)ccc1C(=O)O	-4%	0%	?	2%	-0.5%	-4%	7%	1%	6%	-3%	-5

Screening results as filed in PubChem.
